# Source: PubChem BioAssay (several laboratories)
# CCHF vOTU inh – CCHFV vOTU protease inhibition | Pep-AMC fluorescence | hit rate 0.55% among 370,000 | inhibition, % at 11.5 µM; in the data active = inhibition above about 30%; note: 0% = vehicle wells with enzyme and 100% = no enzyme wells
# TcdB inh – inhibitors of Clostridioides difficile toxin B glycohydrolase. TcdB glycohydrolase enzymatic assay, plate reader. inhibition, % at 9.99 µM. hit rate 0.24% among 350,000; in the data active = inhibition above about 10%
# PfHsp40 rescue – restores yeast growth despite PfHsp40 toxicity; S. cerevisiae expressing PfHsp40, growth rescue, ATP luminescence; growth rescue, % at 12.5 µM; hit rate 0.68% among 340,000; in the data active = growth rescue above about 28%, passing the limit was not always enough; inconclusive = no clear call, values can overlap the other calls;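 note: yeast W303a lacking pdr1 and pdr3 grown in galactose medium; growth measured after three days at 30 °C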
# PrPC surface inh – reduces human prion protein on the cell surface; P04156; cell surface PrPC, TR-FRET read-out; inhibition, % at 13.8 µM; hit rate 0.43% among 370,000; AID 720596; in the data active = inhibition above about 24%; note: 0% = median of the test wells and 100% = reference compound wells
# Anthrax LF inh2 – anthrax lethal factor protease inhibition | P15917 | AID 588501 | multiplex microsphere protease cleavage assay, LF | hit rate 0.12% among 360,000 | inhibition, % at 10 µM; note: plate controls were buffer without enzyme for full effect and enzyme alone for no effect
# Target sequence (P15917 whole entry, looked up): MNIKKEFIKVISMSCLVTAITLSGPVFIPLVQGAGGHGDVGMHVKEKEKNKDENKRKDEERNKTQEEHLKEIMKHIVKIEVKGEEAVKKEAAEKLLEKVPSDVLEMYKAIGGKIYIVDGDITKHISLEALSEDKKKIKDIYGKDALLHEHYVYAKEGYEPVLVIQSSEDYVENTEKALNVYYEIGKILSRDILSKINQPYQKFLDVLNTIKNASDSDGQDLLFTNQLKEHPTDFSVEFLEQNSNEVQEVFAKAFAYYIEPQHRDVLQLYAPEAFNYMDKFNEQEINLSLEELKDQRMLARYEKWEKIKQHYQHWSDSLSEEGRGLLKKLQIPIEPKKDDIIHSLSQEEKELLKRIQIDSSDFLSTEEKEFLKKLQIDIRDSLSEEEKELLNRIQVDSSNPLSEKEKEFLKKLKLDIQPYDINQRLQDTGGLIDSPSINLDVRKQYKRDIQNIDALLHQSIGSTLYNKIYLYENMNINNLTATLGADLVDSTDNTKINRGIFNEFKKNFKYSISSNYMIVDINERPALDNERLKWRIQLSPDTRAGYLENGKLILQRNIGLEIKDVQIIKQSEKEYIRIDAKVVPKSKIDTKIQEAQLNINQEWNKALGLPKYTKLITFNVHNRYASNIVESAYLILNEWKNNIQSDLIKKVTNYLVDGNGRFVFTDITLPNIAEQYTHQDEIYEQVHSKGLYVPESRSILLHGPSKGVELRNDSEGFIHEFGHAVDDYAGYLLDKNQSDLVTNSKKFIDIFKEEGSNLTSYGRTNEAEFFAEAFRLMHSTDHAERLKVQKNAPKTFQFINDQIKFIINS
# FadD28 binding – inhibitors of Mycobacterium tuberculosis FadD28 bisubstrate binding. FadD28 bisubstrate probe binding, fluorescence polarization. inhibition, % at 12.5 µM. hit rate 0.22% among 360,000; in the data active = inhibition above about 8.5%, passing the limit was not always enough; inconclusive = no clear call, values can overlap the other calls
# Y pestis TopoI – Y. pestis Topo-I inhibition via cleavage products; Y. pestis Topo-I cleavage product accumulation, plate reader; activity, % at 10 µM; hit rate 0.064% among 360,000; in the data active = activity above about 50%, passing the limit was not always enough; inconclusive = no clear call, values can overlap the other calls; note: inactives centre near 2
# BoNT F protease – inhibitors of Botulinum neurotoxin F light chain protease. inhibition, % at 10 µM. hit rate 0.22% among 360,000. Multiplex microsphere protease cleavage assay, flow cytometry; in the data active = inhibition above about 35%, passing the limit was not always enough; inconclusive = no clear call, values can overlap the other calls; note: plate controls were buffer without enzyme for full effect and enzyme alone for no effect
# BoNT-A LC inh2 – BoNT A light chain protease inhibition; multiplex microsphere protease substrate cleavage, flow cytometry; inhibition, % at 10 µM; hit rate 0.17% among 360,000; note: plate controls were buffer without enzyme for full effect and enzyme alone for no effect
# Numbers without * were called inactive; ? = inconclusive; . = no result given. Cut-off read from the data, not from the text of the source, unless noted: active = inhibition above about 30%; inconclusive = no clear call, values can overlap the other calls; inactive = below that.
SMILES,CCHF vOTU inh,TcdB inh,PfHsp40 rescue,PrPC surface inh,Anthrax LF inh2,FadD28 binding,Y pestis TopoI,BoNT F protease,BoNT-A LC inh2
Cn1c(=O)c2nc(SCc3ccccc3)n(C)c2n(C)c1=O,10.0,-0.4,-0.6,1.2,0.1,0.7,9.9,-3.8,-0.3
COc1cc2c(cc1OC)C(c1ccc(-c3ccc(Cl)cc3Cl)o1)=NCC2,4.4,.,-1.1,2.8,7.3,-5.8,27.8,-5.5,?
Cc1ccc(NC(=O)CSc2nnc(CN3CCOCC3)n2-c2ccccc2)cc1,-16.5,.,1.6,-1.7,-3.1,-0.5,8.5,-1.2,-0.6
N#CC1c2ccccc2C=CN1C(=O)c1ccc(N(CCCl)CCCl)cc1 (stereo not given),0.3,2.1,.,-4.2,-13.3,-1.6,20.2,5.6,0.0
NC(=O)c1ccsc1NC(=O)COC(=O)CNC(=O)c1ccc(F)cc1,-13.7,-0.1,-1.4,4.7,-1.1,-3.5,-2.4,3.4,1.4
Nc1c(C(=O)N/N=C/c2ccc(OCc3ccccc3)cc2)cnn1-c1ccccc1,19.9,0.2,1.1,4.9,3.5,-1.3,-4.1,20.0,-2.0
Cn1cccc1CNC(=O)Nc1ccccc1,4.2,.,-0.2,-3.3,-3.2,-0.9,3.2,6.4,-0.2
COc1ccc(-c2cc(=O)c3cc(C)ccc3[nH]2)cc1,-8.7,1.1,2.1,4.8,2.0,-2.0,-10.2,-12.0,0.1
Cc1cccc(NC(=O)CN(C)S(=O)(=O)c2cccc3nsnc23)c1C,2.0,.,0.4,-15.6,3.5,-0.9,11.3,18.1,0.8
CCOC(=O)CNc1nc(-c2ccncc2)nc2ccccc12,2.4,.,11.2,-10.0,-4.7,-5.7,6.0,6.0,-0.3
CC1=NCC(C)c2c1[nH]c1ccccc21 (stereo not given),3.2,.,0.7,-8.8,11.1,-2.7,1.7,-6.9,18.8
O=C(CS(=O)(=O)c1cccc(C(F)(F)F)c1)Nc1ccccc1Cl,-2.6,.,-1.9,5.9,13.2,-2.0,-7.4,0.3,-0.2
CC(C(=O)NC1CCCCCC1)N(c1ccccc1)S(C)(=O)=O (stereo not given),4.7,.,-0.3,-1.2,6.6,-1.7,1.2,3.9,-0.7
COc1ccccc1NS(=O)(=O)c1ccc(C)c(NC(=O)C2CCCO2)c1 (stereo not given),8.9,0.3,-0.3,-4.3,-2.2,-2.4,-0.9,-1.2,-0.3
CC(C)C(=O)Nc1cccc(NC(=S)NC(=O)c2ccccc2Cl)c1,7.3,.,0.3,8.4,?,-0.1,6.9,-12.4,?
CSCCC(NC(=O)c1ccco1)C(=O)NCc1ccc2c(c1)OCO2 (stereo not given),-5.4,-1.0,-0.5,-10.6,-3.7,-3.2,-0.7,-8.5,-1.3
C[C@@H]1CN(S(=O)C(C)(C)C)[C@H](CCO)/C1=C\CCO (stereo not given in full),-3.1,0.4,-1.0,7.4,4.3,-2.1,2.9,-3.2,-0.3
CCNC(=O)CCSc1nnc(-c2ccco2)o1,8.0,6.1,1.6,-5.6,-1.8,-2.3,-0.5,3.5,0.4
NC(=O)c1ccccc1NC(=O)/C=C/c1cccc(Cl)c1,3.2,.,0.1,-8.0,-15.2,-3.2,2.5,7.2,4.3
COc1ccccc1/C=C/C(=O)Nc1ccc2c(c1)OCCO2,-10.5,.,1.9,1.9,-1.1,-2.4,-9.8,-0.7,-0.3
N#Cc1ccc(OCC(=O)N2CCN(Cc3ccc4c(c3)OCO4)CC2)cc1,5.9,0.9,-0.7,0.5,3.3,-4.6,7.8,-1.2,0.1
O=C(O)c1ccc2c3c(cccc13)C(=O)N(OS(=O)(=O)c1ccccc1)C2=O,3.2,6.7,-0.4,-19.1,-6.6,-3.7,1.8,4.5,0.3
NC(=O)Cc1nc2scc(-c3ccc(Cl)cc3)c2c(=O)[nH]1,-9.2,0.9,-1.7,7.0,0.5,-3.1,5.5,8.7,2.7
CCC(=O)C(C#N)(c1ccc(OC)c(OC)c1)C(C)C (stereo not given),-2.8,.,-1.8,-4.8,-12.8,-1.0,6.6,4.3,-1.0
Cc1ccccc1C(=O)O/N=C(\N)c1ccccc1,7.5,0.7,-1.0,1.9,-14.4,-0.4,-3.1,27.2,-1.2
CCn1c(SCC(=O)NC2CC2)nnc1-c1ccccc1,10.7,0.0,.,-2.5,0.4,-3.4,3.8,-1.2,0.1
Cc1ccc(S(=O)(=O)N2CCN(Cc3nnc(-c4c(-c5ccccc5)noc4C)o3)CC2)cc1,0.8,0.3,0.1,-1.5,-4.3,-2.4,17.0,6.9,1.2
COc1cccc2c1OCC(CN1CCN(Cc3ccccc3F)C(CCO)C1)=C2 (stereo not given),-14.7,0.2,1.0,-3.8,1.9,-1.9,29.1,?,?
CC(=O)CSc1nc2c(c(=O)[nH]c(=O)n2C)n1Cc1ccccc1Cl,11.5,1.9,-0.5,-5.0,.,-1.0,6.9,.,.
COc1cccc(CN2CCNC(=O)C2CC(=O)NCCc2nc(C)c(C)s2)c1OC (stereo not given),2.4,0.9,0.4,-0.2,-1.6,-3.9,6.1,1.1,0.5
C[C@H](O)[C@@H]1CN2CCc3c([nH]c4ccccc34)[C@@H]2C[C@@H]1N(C)C(=O)Nc1ccccc1,-17.9,1.0,.,-17.1,-3.1,-0.1,-2.7,-9.1,-0.1
Cc1oc(-c2cccs2)nc1CN1CCN(CC(C)C)C(CCO)C1 (stereo not given),0.7,-0.3,-0.5,5.6,0.9,-3.3,-2.7,-4.6,2.3
CC(NS(=O)(=O)c1ccc(Cl)cc1)C(=O)Nc1ccc2c(c1)OCCO2 (stereo not given),3.6,-1.3,1.2,-1.2,6.3,.,-1.5,-2.7,-2.2
COCCCNC(=O)C(C#N)c1nc2ccccc2nc1N1CCCC1 (stereo not given),2.4,.,-1.2,-3.6,?,-0.9,-6.8,-6.3,1.3
CC(=O)c1cccc(NC(=O)c2ccc([N+](=O)[O-])o2)c1,0.4,2.4,0.3,0.9,-6.3,0.8,-9.5,?,0.6
CCc1ccc(S(=O)(=O)c2cn(C)c3cc(OC)c(OC)cc3c2=O)cc1,-7.1,0.8,1.2,0.3,-1.3,-2.0,15.4,3.8,-1.6

# By substructure: the entries above with an NH in an aromatic ring
SMILES,CCHF vOTU inh,TcdB inh,PfHsp40 rescue,PrPC surface inh,Anthrax LF inh2,FadD28 binding,Y pestis TopoI,BoNT F protease,BoNT-A LC inh2
COc1ccc(-c2cc(=O)c3cc(C)ccc3[nH]2)cc1,-8.7,1.1,2.1,4.8,2.0,-2.0,-10.2,-12.0,0.1
CC1=NCC(C)c2c1[nH]c1ccccc21 (stereo not given),3.2,.,0.7,-8.8,11.1,-2.7,1.7,-6.9,18.8
NC(=O)Cc1nc2scc(-c3ccc(Cl)cc3)c2c(=O)[nH]1,-9.2,0.9,-1.7,7.0,0.5,-3.1,5.5,8.7,2.7
CC(=O)CSc1nc2c(c(=O)[nH]c(=O)n2C)n1Cc1ccccc1Cl,11.5,1.9,-0.5,-5.0,.,-1.0,6.9,.,.
C[C@H](O)[C@@H]1CN2CCc3c([nH]c4ccccc34)[C@@H]2C[C@@H]1N(C)C(=O)Nc1ccccc1,-17.9,1.0,.,-17.1,-3.1,-0.1,-2.7,-9.1,-0.1

# Remaining list, next part:
SMILES,CCHF vOTU inh,TcdB inh,PfHsp40 rescue,PrPC surface inh,Anthrax LF inh2,FadD28 binding,Y pestis TopoI,BoNT F protease,BoNT-A LC inh2
Cc1nc(SC(C)C(=O)Nc2cccc(C(F)(F)F)c2)c2c(C)c(C(=O)O)sc2n1 (stereo not given),21.9,-1.5,48.8*,-2.5,-5.6,-3.3,-1.6,-3.3,0.2
CC1Cc2ccccc2N1C(=O)c1cc2sccc2n1Cc1ccccc1 (stereo not given),7.1,.,-1.6,9.7,5.3,-2.3,26.0,-0.4,4.4
Cc1ccc(CNC(=O)C(NS(=O)(=O)c2cccc3nsnc23)c2ccccc2)cc1 (stereo not given),-2.9,.,1.3,-10.2,-1.7,-0.6,-3.5,1.6,1.2
COc1ccc(-c2nc(S(=O)(=O)c3ccccc3)c(N3CCCC3)o2)cc1,-8.2,-0.2,.,1.6,-7.1,0.3,-5.9,7.2,0.0
CC(C)C[C@@H](CN1CCCC1CN1C(=S)NC[C@@H]1Cc1ccc(O)cc1)N1C[C@H](Cc2ccccc2)N(CC2CCCCC2)C1=S (stereo not given in full),15.7,1.6,0.1,1.7,1.0,-4.4,4.4,-3.0,0.0
Cc1ccc(NC(=O)c2ccccc2N(C)S(C)(=O)=O)cc1C,-10.6,.,0.0,-8.2,-2.2,-3.7,-0.9,-2.6,0.9
O=S1(=O)C[C@H](N2CCOCC2)[C@@H](COCc2ccccc2)N1,-10.4,1.0,.,6.1,11.4,-3.5,.,-1.5,0.0
COc1ccc(OC)c(C2C(C(=O)c3ccco3)=C(O)C(=O)N2CCN2CCOCC2)c1 (stereo not given),11.5,1.5,-1.7,-5.5,-3.8,-0.6,1.5,12.9,0.8
COc1ccc(N2CCN(C(=O)c3cc4c(-c5cccc(OC)c5)nn(C)c4s3)CC2)cc1,3.8,.,4.9,3.7,-10.2,-3.6,29.5,-29.6,-2.0
Cc1csc2ncc(C(=O)NCc3ccccn3)c(=O)n12,-45.4,0.1,-0.3,-0.1,0.1,-0.1,-0.8,-2.1,-1.1
O=C(Nc1ccc2c(c1)OCO2)c1cc(C2CCCCN2C(=O)CCCc2ccccc2)on1 (stereo not given),2.0,2.1,.,-3.5,-4.3,-5.5,24.2,0.1,-0.1
CCN1CCC(O)(/C=C/c2ccc(C(C)C)cc2)C(C(=O)/C=C/c2ccc(C(C)C)cc2)C1 (stereo not given),13.9,0.6,16.7,6.6,-5.4,-13.8,-0.4,-17.9,-0.2
CCOc1ccc(NC(=O)c2sccc2-n2cccc2)cc1,7.5,1.6,1.7,-9.0,-1.8,0.0,1.8,-3.2,-0.5
CSc1nnc(NC(=O)c2nc(S(=O)(=O)Cc3ccccc3F)ncc2Cl)s1,5.7,-0.7,3.1,1.7,-2.8,-2.1,2.1,-4.5,-0.6
CC(=O)/C(C#N)=C1\NC(=O)C(Cc2ccc(F)cc2)S1 (stereo not given),-5.1,2.0,1.4,3.3,-3.5,-2.4,-0.4,?,-1.1
CCCCCCC(=O)N/N=C/c1ccco1,1.2,.,1.1,6.3,0.2,1.0,-3.5,-3.5,-0.1
Cc1cn2c(-c3ccncc3)nnc2s1,-20.9,.,-0.7,2.1,4.8,-0.5,-2.8,-6.2,0.2
CC(=O)Oc1c(C)c2c3c(c1OC(C)=O)[C@@H](C)CC[C@@H]3[C@@H](C)C[C@H]2C=C(C)C,7.1,1.5,2.2,3.0,-1.7,-15.3,23.1,4.9,0.1
CCn1cc(Br)c(C(=O)NC(=S)Nc2ccc(C(=O)OC)cc2)n1,-1.0,.,1.5,5.1,-1.2,0.1,-1.9,-11.0,-1.1
O=C(NC(=S)NC1CCS(=O)(=O)C1)c1ccccc1 (stereo not given),11.9,0.2,-0.7,-0.9,3.2,-0.4,-1.0,4.5,1.1
CC(=O)NN1C(=O)/C(=C\c2ccc(C)cc2)SC1=S,-7.6,.,-0.2,3.5,-3.2,-1.0,0.2,1.1,0.2
CC1(C)CC(=O)C=C(Nc2ccc(Br)cc2F)C1,-9.4,1.2,-1.3,7.2,16.8,1.4,-9.8,6.4,-1.9
Cc1cc(NC(=O)CCSc2ccccc2)no1,10.3,1.1,1.6,0.8,-3.6,-0.5,0.2,-8.8,0.0
COc1ccc(SC[C@H](CC(C)C)N2CCN(CCc3ccccc3)CCC2=O)cc1,5.1,.,0.5,2.0,-6.1,-3.5,32.2,-8.4,-0.3
CC(C)c1ccc(NC(=O)C2C3C=CC4(CN(Cc5cccnc5)C(=O)C24)O3)cc1 (stereo not given),-1.0,2.0,0.1,4.8,0.5,-2.3,-4.4,-3.7,-0.1
COC(=O)c1c[nH]c2c1-c1cc(C(=O)OCc3ccccc3)n(S(=O)(=O)c3ccc(C)cc3)c1C(=O)C2=O,18.1,1.1,-1.7,11.2,0.1,-3.7,-11.2,-5.3,-0.5
